proCasp7 act: activates human procaspase-7, counter-screen for procaspase-3 activators. recombinant procaspase-7, Ac-DEVD-pNA absorbance 405 nm; D23A/D198A/D206A triple mutant, cannot self-cleave; scale: DMSO 0, 5 µM enzyme 100. activation, % at 8.5 µM. actives 0.093% (n = 330,000);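 active means percent activation above the screen-wide mean plus 3 SD, cut at about 25% in these data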
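System: Uncleavable procaspase-7 mutant enzyme; Amount: 2 µM procaspase-7 mutant as dispensed; Schedule: 1 h compound preincubation, 2 h substrate cleavage, 25 °C; Measured by: 405 nm absorbance of p-nitroaniline; Evaluation: percent activation from buffer-corrected 0–120 min absorbance change; Control set: low DMSO alone, high DMSO plus 5 µM PC-7.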
RPL19A-GFP yeast: alters RPL19A-GFP fluorescence in TOR pathway yeast screen | S. cerevisiae RPL19A-GFP strain, flow cytometry, 3 h; active compounds read low | percent response vs DMSO, % at 10 µM | actives 0.3% (n = 330,000);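 active means percent response vs DMSO below 50%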;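 further: median channel GFP fluorescence of the barcoded RPL19A-GFP strain; ratio of sample median GFP to plate DMSO average so 100% = DMSO; lower means less RPL19A-GFP as with rapamycin TOR inhibition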
MEP2 TOR yeast: yeast TOR pathway MEP2-GFP modulation; S. cerevisiae MEP2-GFP strain, flow cytometry GFP, 3 h; 100% = DMSO control level; GFP response vs DMSO, % at 10 µM; actives 0.51% (n = 330,000); AID 2016;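 active means GFP response versus DMSO above a set limit, roughly screen mean plus 3 SD, cut at about 180% in these data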;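 further: median GFP fluorescence of the barcode-gated MEP2-GFP cells per well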
ZTA counter: counter-screen for EBNA-1 inhibitors: inhibitors of Epstein-Barr virus ZTA. P03206. ZTA-DNA binding, fluorescence polarization. inhibition, % at 11 µM. actives 0.15% (n = 320,000). AID 2234; in the data active means inhibition above about 33%
LAP4 TOR yeast: modulators of TOR pathway LAP4-GFP in S. cerevisiae; GFP response vs DMSO, % at 10 µM; actives 0.34% (n = 320,000); S. cerevisiae LAP4-GFP multiplex, flow cytometry GFP, 3 h; median GFP as percent of DMSO wells;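 active means GFP response vs DMSO above a set limit, about the screen mean plus 3 SD, cut at about 150% in these data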
AHR act: activates the human aryl hydrocarbon receptor; AID 2796; AHR-responsive luciferase reporter cells, luminescence; actives 2.5% (n = 320,000); activation, % at 5 µM; in the data active means activation above about 47%;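 further: 0% = vehicle wells and 100% = reference agonist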
EBNA-1 inhibitor: blocks EBNA-1 binding to DNA | EBNA-1 DNA binding, fluorescence polarization | AID 1950 | actives 0.34% (n = 300,000) | inhibition, % at 14.8 µM; in the data active means inhibition above about 28%
proCasp3 act: activators of human procaspase-3 | actives 0.11% (n = 330,000) | recombinant procaspase-3 D3A, Ac-DEVD-pNA absorbance 405 nm | activation, % at 8.5 µM;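 active means activation above the mean of all tested compounds plus 3 SD, cut at about 21% in these data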;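 further: 0% = DMSO alone and 100% = DMSO wells spiked with extra 5 µM PC-3 D3A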
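Compound: 8.5 µM single point, 0.8% DMSO / Material: Autoprocessing-dead procaspase-3 D3A mutant enzyme / Timing: 1 h preincubation plus 2 h reaction at 25 °C / Medium: Zinc-free HEPES/NaCl buffer with 0.01% Triton X-100 at pH 7.4 / Technique: 405 nm absorbance of p-nitroaniline, reads at 0 and 120 min / Repeats: one well per compound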
* marks the source's active call; other numbers are inactive results; . = no result given; & = joins results of further samples. This is a random part of the collection. About 3.8% of those tested had a hit in this group.

1: COc1cccc(CNC(=O)COc2cc(O)c3c(c2)OC(C)(C)CC3=O)c1
2: Cc1cc(C)cc(-n2nnc(C(=O)NCc3ccco3)c2N)c1
3: Nc1c(C(=O)NC2CCCC2)c2nc3ccccc3nc2n1/N=C/c1cccnc1
4: Cc1ccc(-c2nnn(CC(=O)Nc3cccc4cccnc34)n2)o1
5: CCOC(=O)Nc1nnc(CCc2ccccc2)s1
6: COc1ccc2cnn(-c3ccccc3C)c(=O)c2c1OC
7: CCOC(=O)N1CCN(C(=O)c2cccn3c(=O)c4sccc4nc23)CC1
8: CCOC(=O)c1ccc(NC(=O)c2cc3c(s2)CCC3)cc1

Assay by compound,1,2,3,4,5,6,7,8
proCasp3 act,-5,0,-12,5,4,-4,6,1
EBNA-1 inhibitor,3,12,0,6,2,2,1,-4
AHR act,-1,1,2,15,5,1,2,16
LAP4 TOR yeast,106,110,113,107,85,104,103,103
RPL19A-GFP yeast,97,100,97,97,91,101,101,106
proCasp7 act,4,1,-31,1,5,3,-1,1
ZTA counter,-1,7,17,16,-2,-2,5,6
MEP2 TOR yeast,94,100,109,93,92,101,101,108

9: O=C(NCC(c1ccco1)N1CCc2ccccc2C1)c1ccccc1Br (stereo unspecified)
10: Cn1cc(Cl)c(C(=O)NNC(=S)NCc2ccco2)n1
11: CCn1c(CNc2nc3ccccc3n2C(C)C)nc2ccccc21
12: COc1ccc([C@@H]2CC=C(C(=O)O)CN2S(=O)(=O)c2ccc(C)cc2)cc1OC
13: CCOC(=O)N1CCc2c(sc(NC(C)=O)c2C(N)=O)C1
14: CCOc1ccc(C(=O)N2CCCCCC2)cc1
15: COC(=O)CSc1nnc(-c2ccc3c(c2)OCO3)n1C
16: Cn1nc(-c2ccc(Cl)cc2)cc1NC(=O)CC(C)(C)CC(=O)O

Assay by compound,9,10,11,12,13,14,15,16
proCasp3 act,-2,-1,2,-8,6,5,-5,1
EBNA-1 inhibitor,-17,-1,-10,3,-4,2,8,0
AHR act,0,1,22,-1,1,-1,-2,9
LAP4 TOR yeast,90,96,106,143,109,111,105,105
RPL19A-GFP yeast,88,93,95,101,101,99,100,94
proCasp7 act,5,-13,10,-2,5,7,6,6
ZTA counter,-9,4,5,-6,4,2,2,0
MEP2 TOR yeast,92,104,97,98,104,107,101,97

17: O=c1[nH]c(Nc2ccccc2Cl)cc2ccccc12
18: CC1(C)CC(=O)C(=CN2CCOCC2)C(=O)C1
19: Clc1ccc(SCCOCCN2CCc3ccccc3C2)cc1
20: Cc1nn(CCc2nn[nH]n2)c2nc(-c3ccc(Br)cc3)cc(C(F)(F)F)c12
21: CCCCC(=NCCO)C1=C(O)C(C(=O)OC)C(C)(C)CC1=O (stereo unspecified)
22: COC(=O)C1=C(C)N(Cc2ccccc2)C(=NCc2ccc(OC)cc2)N[C@H]1c1cccc(F)c1
23: COC(=O)CSC(C)C(=O)Nc1nnc(C(C)C)s1 (stereo unspecified)
24: O=C(COC(=O)c1n[nH]c(=O)c2ccccc12)NCc1ccccc1

Assay by compound,17,18,19,20,21,22,23,24
proCasp3 act,-2,3,-4,-1,-9,-4,3,2
EBNA-1 inhibitor,2,11,-2,2,-12,1,5,.
AHR act,21,-3,7,-3,2,4,-3,-1
LAP4 TOR yeast,109,89,104,93,78,110,99,109
RPL19A-GFP yeast,100,102,102,90,90,93,105,104
proCasp7 act,-4,-3,9,3,-2,-10,8,10
ZTA counter,8,2,-4,18,-7,4,0,-10
MEP2 TOR yeast,88,97,103,89,83,84,101,106

25: Cc1ccc2c(c1)c1c3n2CCNC3CCC1 (stereo unspecified)
26: Cc1cc(C)nc(NC2=NC3CCCCC3N2)n1 (stereo unspecified)
27: O=C(Nc1ccc(S(=O)(=O)Nc2nccs2)cc1)c1cc(-c2ccccc2Cl)nc2ccccc12
28: Cc1ccc(C(=O)NCC(c2ccco2)N2CCc3ccccc32)cc1C (stereo unspecified)
29: C[C@@H]1NC(=O)[C@H](CCCN=C(N)N)NC(=O)c2cc([N+](=O)[O-])cc(I)c2NCCC[C@@H](C(N)=O)NC1=O
30: Cc1ccc(-n2[nH]c(=O)c3cccnc32)cc1
31: Cc1cc(C)c2c(=O)[nH]n(C3CCCCCC3)c2n1
32: C=CCN1/C(=C(\C#N)C2=NS(=O)(=O)c3ccccc32)N(C)c2ccccc21

Assay by compound,25,26,27,28,29,30,31,32
proCasp3 act,2&0,0,5,-14,-6,0,-4,3
EBNA-1 inhibitor,-4,4,0,13,8,4,5,6
AHR act,2&6,29,1,12,-1,64*,4,10
LAP4 TOR yeast,99&91,98,99,109,.,88,105,96
RPL19A-GFP yeast,100&108,94,100,105,.,108,103,99
proCasp7 act,10&12,1,9,-10,-41,7,-6,-6
ZTA counter,-21,-9,-16,4,-14,-2,-5,-6
MEP2 TOR yeast,102&109,100,103,107,.,105,109,98

33: O=C(NCCCN1CCCC1)c1cc(Sc2ccc(F)cc2)nc2ccccc12
34: Cc1ccc(-c2noc(CCC(=O)NC3CCCc4ccccc43)n2)cc1 (stereo unspecified)
35: O=c1ccn(-c2cccc(C(F)(F)F)c2)nc1-c1ccn(-c2ccccc2)n1
36: COCc1nnc(NS(=O)(=O)c2ccccc2)s1
37: O=C(NC(Cc1c[nH]c2ccccc12)C(=O)NCc1ccc(F)cc1)OCc1ccccc1 (stereo unspecified)
38: Cc1c(NC(=O)Nc2ccccc2C(F)(F)F)c(=O)n(-c2ccccc2)n1C
39: CC(Sc1nnc(-c2ccco2)n1C)C(=O)N(C)C1CCCCC1 (stereo unspecified)
40: CC1CN(C(=O)c2cc3ccccc3cc2O)CC(C)O1 (stereo unspecified)

Assay by compound,33,34,35,36,37,38,39,40
proCasp3 act,0,5,2,-11,12,2,3,-4
EBNA-1 inhibitor,6,-2,-8,-14,-8,-12,-10,-6
AHR act,1,10,4,5,7,3,-2,4
LAP4 TOR yeast,99,102,99,94,91,103,106,98
RPL19A-GFP yeast,111,103,96,98,101,99,98,96
proCasp7 act,8,-4,8,-3,4,7,5,2
ZTA counter,-12,-6,0,1,1,-4,18,-5
MEP2 TOR yeast,108,102,120,102,99,99,97,92

41: CCCCN(C(=O)CSCc1c(C)noc1C)c1c(N)n(CCC)c(=O)[nH]c1=O
42: COc1ccc(N(CC(=O)NCCC2=CCCCC2)S(=O)(=O)c2c(C)[nH]c(=O)[nH]c2=O)cc1
43: COc1ccc(N(C(C)=O)C2C=CS(=O)(=O)C2)c(OC)c1 (stereo unspecified)
44: Cc1ccc(C(=O)NC(N(C)C)C(Cl)(Cl)Cl)cc1 (stereo unspecified)
45: Cc1ccc(S(=O)(=O)NC(=S)c2ccccc2)cc1
46: COc1ccccc1NC(=O)Nc1ccnn1Cc1cccs1
47: Cc1cccc(N2CCN(C(=O)CCNS(=O)(=O)c3ccc4c(c3)oc(=O)n4C)CC2C)c1 (stereo unspecified)
48: CCOc1ccc(NC(=S)N2CCN(c3ccc(N4CCOCC4)nn3)CC2)cc1

Assay by compound,41,42,43,44,45,46,47,48
proCasp3 act,-4,3,-5,-2,-3,5,1,4
EBNA-1 inhibitor,5,4,-3,-3,-8,8,-3,-4
AHR act,-1,-1,-1,-1,0,20,-1,-5
LAP4 TOR yeast,84,107,95,95,102,90,99,96
RPL19A-GFP yeast,100,94,99,103,113,94,110,108
proCasp7 act,7,10,10,-6,-13,-7,-11,-13
ZTA counter,14,16,-2,5,-4,18,-3,-6
MEP2 TOR yeast,101,95,104,101,106,97,117,105

49: COc1cccc(OCC(O)CO)c1 (stereo unspecified)
50: Cc1cccc(/C=N/NC(=O)Cn2nnnc2N)n1
51: Cc1ccccc1CN1C(=O)c2ccccc2Sc2ccc(C(=O)NCCN3CCOCC3)cc21
52: Cc1ccc(N=c2c([N+](=O)[O-])nn(-c3ccc4c(c3)OCCO4)n2O)cc1F
53: CC(OC(=O)CCCc1nc2ccccc2s1)C(N)=O (stereo unspecified)
54: Cc1ccc(-c2nnc3c(C(F)(F)F)nc4ccccc4n23)cc1
55: FC(F)(F)c1cc(C(F)(F)F)c2ccc(N3CCN(c4ncccn4)CC3)nc2n1
56: O=C(CSC1=Nc2ccccc2C2=NC(c3ccccc3)C(=O)N12)NCC1CCCO1 (stereo unspecified)

Assay by compound,49,50,51,52,53,54,55,56
proCasp3 act,8,-2,0,0,11,8,4,7
EBNA-1 inhibitor,7,-10,-3,5,-5,2,1,8
AHR act,-1,0,4,-1,-1,-2,0,3
LAP4 TOR yeast,101,104,102,94,107,109,102,104
RPL19A-GFP yeast,97,100,105,108,106,97,75,99
proCasp7 act,0,3,6,16,4,8,0,-3
ZTA counter,-1,-8,20,-3,1,13,0,7
MEP2 TOR yeast,100,103,117,101,102,97,127,101

In a second layout: entries from further up
No.	structure	proCasp3 act	EBNA-1 inhibitor	AHR act	LAP4 TOR yeast	RPL19A-GFP yeast	proCasp7 act	ZTA counter	MEP2 TOR yeast
47	Cc1cccc(N2CCN(C(=O)CCNS(=O)(=O)c3ccc4c(c3)oc(=O)n4C)CC2C)c1 (stereo unspecified)	1	-3	-1	99	110	-11	-3	117
48	CCOc1ccc(NC(=S)N2CCN(c3ccc(N4CCOCC4)nn3)CC2)cc1	4	-4	-5	96	108	-13	-6	105
49	COc1cccc(OCC(O)CO)c1 (stereo unspecified)	8	7	-1	101	97	0	-1	100
50	Cc1cccc(/C=N/NC(=O)Cn2nnnc2N)n1	-2	-10	0	104	100	3	-8	103
51	Cc1ccccc1CN1C(=O)c2ccccc2Sc2ccc(C(=O)NCCN3CCOCC3)cc21	0	-3	4	102	105	6	20	117
52	Cc1ccc(N=c2c([N+](=O)[O-])nn(-c3ccc4c(c3)OCCO4)n2O)cc1F	0	5	-1	94	108	16	-3	101
53	CC(OC(=O)CCCc1nc2ccccc2s1)C(N)=O (stereo unspecified)	11	-5	-1	107	106	4	1	102
54	Cc1ccc(-c2nnc3c(C(F)(F)F)nc4ccccc4n23)cc1	8	2	-2	109	97	8	13	97
55	FC(F)(F)c1cc(C(F)(F)F)c2ccc(N3CCN(c4ncccn4)CC3)nc2n1	4	1	0	102	75	0	0	127
56	O=C(CSC1=Nc2ccccc2C2=NC(c3ccccc3)C(=O)N12)NCC1CCCO1 (stereo unspecified)	7	8	3	104	99	-3	7	101

Other structures follow.
57: CC1CCCCC12NC(=O)N(CC(=O)N1CCN(Cc3ccc(C#N)cc3)CC1)C2=O (stereo unspecified)
58: Cc1ccccc1N1CCN(C2CCCN(C(=O)c3cc(CC(C)C)nn3C)C2)CC1 (stereo unspecified)
59: COc1cc(O)ccc1/C=N/NC(=O)c1ccc([N+](=O)[O-])cc1
60: O=C1C2N=NN(CC(=O)N3N=C(c4ccccc4)CC3c3ccc([N+](=O)[O-])cc3)C2C(=O)N1c1ccccc1 (stereo unspecified)
61: CSc1cccc(-n2cc(-c3ccc4c(c3)OCO4)[nH]c2=O)c1
62: Cc1ccc(OCCN(C)C(=O)C2CCC(=O)N(CCCN3CCCC3=O)C2)cc1 (stereo unspecified)

Assay by compound,57,58,59,60,61,62
proCasp3 act,-2,4,0,-7,-4,0
EBNA-1 inhibitor,.,1,-8,7,-5,0
AHR act,0,1,2,2,51*,1
LAP4 TOR yeast,100,88,97,84,96,97
RPL19A-GFP yeast,98,97,96,92,98,100
proCasp7 act,-2,2,1,3,-7,-2
ZTA counter,11,-2,2,9,14,0
MEP2 TOR yeast,96,100,98,81,101,101

Bioassay records (PubChem BioAssay)
